PglD DTNB: C. jejuni PglD acetyltransferase inhibitors, primary screen, biochemical, DTNB colorimetric, single point; AID 602405, 2012; inhibition, % at 12.5 µM; actives 0.098% (n = 360,000); UDP-N-acetylbacillosamine N-acetyltransferase PglD (Campylobacter jejuni); purified PglD enzyme, DTNB colorimetric CoA detection; in the data active = inhibition above about 16%, passing the limit was not always enough; note: strong numbers were not always called active
PGC1a acetyl inh: inhibitors of PGC1a acetylation signal, primary screen, cell-based, U2OS, AlphaScreen, inhibitor mode; AlphaScreen anti-acetyl-lysine; with virally co-expressed GCN5 acetyltransferase; actives 0.17% (n = 350,000); inhibition, % at 15.6 µM;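 active = every replicate shows inhibition of at least 40%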;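 note: 0% = neutral control wells and 100% = positive control wells; some results beyond the cut were filed as inactive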
PAX8 reporter: inhibitors of PAX8-driven TPO luciferase reporter, primary screen, RMG-I cells, single concentration; AID 652154, 2013; SteadyGlo, 24 h; actives 1.2% (n = 360,000); inhibition, % at 12.6 µM;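 active = mean replicate inhibition at least 60% with every replicate also reaching 60%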;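 note: luciferase light reporting Pax8 driven TPO promoter activity; plate controls were median of neutral control wells for no effect and mitoxantrone controls for full effect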
LGR2 antag: inhibitors of bursicon-induced LGR2 CRE-luciferase signal, primary screen, cell-based, HEK293, CRE-luciferase reporter, bursicon stimulation; Drosophila bursicon receptor LGR2 (rickets); bursicon-stimulated, 4 h; inhibition, % at 9.99 µM; actives 0.35% (n = 380,000); AID 720647, 2013;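 active = drop in luminescence signal, shown as inhibition above about 50% in the replicate tests, limit read from the data, passing the limit was not always enough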;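 note: agonist challenge used bursicon conditioned medium at about half maximal strength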
GSIS activator: GLuc luminescence reporter in INS-1E cells, primary screen for activators of glucose-dependent secretion of insulin; activation, % at 16.6 µM; AID 743287, 2014; actives 0.61% (n = 370,000); INS-1E GLuc reporter insulin secretion, 2-3 h;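 active = lowest replicate activation of at least 40%, so every replicate reaches that level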;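 note: 0% = median of neutral control wells and 100% = median of IBMX positive control wells; some compounds called inactive have numbers as strong as hits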
Statin myotox sup: suppressors of statin myotoxicity in C2C12 myotubes, primary screen, cell-based, single point, plate reader; AID 602340, 2012; actives 0.78% (n = 330,000); rescue of ATP level, % at 7.49 µM; C2C12 myotubes + simvastatin, ATP luminescence, 48 h; scaled: DMSO 0, geranylgeraniol control 100;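 active = mean ATP rescue above about 67%, or every replicate alone reaching that limit, limit read from the data, passing the limit was not always enough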;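 note: myotubes were challenged with 10 µM simvastatin during compound exposure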
ARNT-TACC3 inh: disruptors of ARNT/TACC3 protein interaction, primary screen, biochemical, AlphaScreen, single concentration | actives 0.66% (n = 390,000) | AID 623870, 2012 | AlphaScreen His-ARNT PAS-B/GST-TACC3 binding, luminescence; TACC3 fragment carries E629A point mutation | inhibition, % at 9.99 µM;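 active = mean inhibition of replicates at least 50% and at least half of replicates each reaching 50%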;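 note: 0% = complete ARNT plus TACC3 wells and 100% = ARNT alone without TACC3; many hits fall short of the cut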
Cneo AK release: Cryptococcus neoformans cell lysis inducers, primary screen, AK release luminescence, single concentration; lysis activity, % at 15 µM; actives 0.2% (n = 360,000); C. neoformans lysis, adenylate kinase release luminescence, 4 h; normalised: neutral wells 0, clomiphene wells 100;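 active = mean lysis activity across replicates of at least 80%, whatever share of replicates individually reach that level; inactive = mean lysis activity below 80%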
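Material – log-phase Cryptococcus neoformans yeast cells · Input – 5 × 10^6 yeast cells/mL · Medium – fresh YPD growth medium · Doses – single compound concentration per well · Timing – static 4 h at 37 °C with compound, 1 h detection · Detection – adenylate kinase release luminescence · Read-out – signal increase indicating cell lysis · Control set – Clomiphene as positive lysis control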
Active calls of the source: *; x = not tested or not shown; & = joins results of further samples.

cpd | compound | PAX8 reporter | Cneo AK release | LGR2 antag | GSIS activator | PglD DTNB | ARNT-TACC3 inh | Statin myotox sup | PGC1a acetyl inh
1 | COc1ccccc1-c1cn(CC[C@@H]2CC[C@@H](NC(=O)CCN3CCCCC3)[C@@H](CO)O2)nn1 | -7 | -1 | 8 | 6 | -2 | 18 | 0 | 2
2 | CC1=C(C(=O)OCCOC(C)C)C(c2cccc3ccccc23)NC(=O)N1 (stereo not drawn) | 5 | 3 | 1 | x | -4 | 0 | 2 | 0
3 | Cc1ccc(OC(=O)N(C)C[C@H]2OCc3cn(nn3)CCCC(=O)N([C@@H](C)CO)C[C@H]2C)cc1 | 1 | x | 8 | 6 | x | x | -5 | -4
4 | COc1cccc(-c2ccc3n(c2=O)C[C@H]2[C@H](CO)[C@@H](C(=O)NCC4CC4)N(C)[C@@H]32)c1 | 8 | 0 | -12 | 11 | 1 | 4 | 22 | x
5 | Cc1ccc(-c2noc(CNCCCN(C)C)n2)cc1 | x | -2 | x | x | 8 | 5 | -22 | 17
6 | COC(=O)c1ccc2c(=O)n(Cc3ccco3)c(SCC(=O)Nc3cc(C)on3)nc2c1 | -10 | x | 19 | -13 | x | -4 | x | x
7 | CCC(=O)Nc1ccc2c(c1)C(=O)N(C)C[C@H](OC)[C@@H](C)CN(C(=O)COC)[C@@H](C)CO2 | -11 | 1 | 3 | -6 | -1 | -22 | 12 | 5
8 | N#Cc1c(-c2ccccc2)nc(N2CCCCCC2)[nH]c1=O | x | 1 | x | 31 | -3 | -7 | 11 | -2
9 | O=C(CN1CCC(Cc2ccccc2)CC1)NC(=O)NCc1ccccc1 | -7 | 0 | 10 | -3 | 7 | -3 | x | x
10 | O=Nc1ccc(O)c2ncccc12 | 0 | x | -10 | -33 | x | 57* | 21 | -245
11 | C/C=C/c1ccc([C@@H]2[C@H](CO)N(Cc3cncnc3)C23CN(C(C)=O)C3)cc1 | -1 | x | -2 | -1 | x | x | x | 3
12 | c1ccc(OCCN2C3=NCCN3c3ccccc32)cc1 | x | 0 | x | x | 1 | -6 | x | -2
13 | Nc1ccc(C(=O)OCc2nc3cc4ccccc4cc3[nH]2)cc1 | 13 | x | 13 | -19 | x | -11 | x | 12
14 | O=C(COC(=O)c1cccc(S(=O)(=O)N2CCCC2)c1)Nc1cccc(Br)c1 | -19 | -2 | 6 | -30 | -1 | x | 10 | 15
15 | CCOc1ccc(N(C)S(=O)(=O)c2ccc(C)c(C(=O)Nc3nnc(C4CC4)s3)c2)cc1 | -6 | 3 | -24 | -16 | -1 | -7 | 3 | 2
16 | CCOC(=O)C1CCCN(C(=O)c2cc(S(=O)(=O)N3CCCCCC3)ccc2OC)C1 (stereo not drawn) | -5 | 1 | 4 | 4 | -3 | 0 | 1 | x
17 | OC[C@H]1[C@H](c2ccc(C#CC3CC3)cc2)[C@@H]2CN(CCC(F)(F)F)CCCCN12 | -14 | -1 | x | x | 3 | 9 | x | -13
18 | C[C@H]1CCCCO[C@H](CN(C)Cc2ccccc2)[C@@H](C)CN([C@@H](C)CO)C(=O)c2cc(NC(=O)Nc3ccc(C(F)(F)F)cc3)ccc2O1 | 120* | -15 | -2 | 23 | 1 | 2 | x | -9
19 | CC(C)COP(=O)(c1ccc(N(C)C)cc1)C(Nc1ccccc1)c1cccnc1 (stereo not drawn) | -8 | 0 | 8 | -37 | 2 | 5 | -3 | 0
20 | Cc1ccc(NS(=O)(=O)c2ccc3c(c2)NC(=O)CO3)c(C)c1 | 14 | 0 | -7 | 0 | -2 | 1 | 13 | -11
21 | Cc1cc(OCc2nnc(SC(C)C(=O)O)n2-c2ccccc2)ccc1Cl (stereo not drawn) | -28 | 5 | 0 | 0 | -3 | -11 | 13 | -5
22 | Cc1cn(CC(=O)NCCc2ccccn2)c(=O)[nH]c1=O | 5 | -12 | 6 | -3 | 0 | -2 | 3 | x
23 | CCC(Sc1nc2ccccc2[nH]1)C(=O)Nc1ccc(NC(C)=O)cc1 (stereo not drawn) | 2 | x | 1 | 6 | x | -2 | x | 4
24 | COc1cccc(NC(=O)c2cc3ccccc3cc2OC)c1 | -110 | -4 | -70 | 20 | -5 | -5 | -35 | 9
25 | COc1ccc(CCNc2nc(-c3cccc(NC(C)=O)c3)cs2)cc1OC | 28 | x | x | 39 | x | 0 | x | -8
26 | O=C(OCc1ccccc1)/C(=C/c1cccc2ccccc12)NC(=O)c1ccccc1 | 14 | x | -2 | -14 | x | 14 | x | x
27 | N#CC(C(=O)NCCc1ccccc1)c1nc2ccccc2nc1N1CCCCC1 (stereo not drawn) | x | 1 | x | x | -2 | 0 | 3 | -12
28 | COCCNc1nc(Oc2cccc(NC(C)=O)c2)c2sccc2n1 | -2 | -1 | -26 | x | 7 | x | -5 | 8
29 | CCCCN(C(=O)c1cccc(S(=O)(=O)N2CC(C)OC(C)C2)c1)c1c(N)n(CC(C)C)c(=O)[nH]c1=O (stereo not drawn) | x | 1 | 26 | -1 | 1 | -26 | x | 3
30 | O=C(Cn1cc2c(n1)CCCCC2)Nc1ccccc1Br | 2 | x | -14 | 4 | x | -3 | -4 | -9
31 | COCC(=O)NCCNc1nc2ccc(C)cc2cc1C | x | 1 | x | x | 41* | x | -4 | 20
32 | Cc1occc1C(=O)N/N=C/C(Br)=C\c1ccccc1 | -1 | 5 | -67 | 9 | 2 | 1 | x | 13
33 | CC1=NNC(=O)C1Cc1ccccc1 (stereo not drawn) | 7 | 2 | -2 | 10 | -2 | x | 7 | 10
34 | Cc1cccc(-c2ccc([C@@H]3[C@H]4CN(C(=O)Cc5ccccn5)CC(=O)N4[C@H]3CO)cc2)c1 | -9 | x | 22 | 4 | x | x | x | -21
35 | CC1CCN(S(=O)(=O)c2ccc(NC(=O)[C@@H]3CCCC[C@@H]3C(=O)O)cc2)CC1 | 8 | 0 | -2 | 20 | 0 | -6 | 30 | -19
36 | COc1ccc(NC(=O)C(NC(=O)c2ccc(=O)[nH]c2)c2ccccc2)cc1 (stereo not drawn) | 20 | x | -23 | 0 | 8 | -6 | x | 1
37 | CCCS(=O)(=O)NC(=O)C1(C)CCCN(C(=O)c2ccc3ccccc3n2)C1 (stereo not drawn) | x | 8 | 3 | 10 | 2 | x | -4 | -2
38 | COc1ccc(/C=C/C(=O)OCC(=O)NC2CCCC(C)C2C)cc1S(=O)(=O)N1CCOCC1 (stereo not drawn) | 4 | x | -15 | 22 | x | -2 | x | x
39 | CCOc1ccccc1N1CN(CC)CNC1=S | x | 1 | x | x | -1 | 1 | 0 | 7
40 | O=C(COC(=O)CC1CCCC1)Nc1ccc(Br)cc1F | -9 | 2 | -18 | -7 | 2 | -4 | -4 | 18

Sorted by the number under ARNT-TACC3 inh (high to low): three of the compounds above
| entry | Molecule | LGR2 antag | GSIS activator | PglD DTNB | ARNT-TACC3 inh | PGC1a acetyl inh |
| --- | --- | --- | --- | --- | --- | --- |
| 25 | COc1ccc(CCNc2nc(-c3cccc(NC(C)=O)c3)cs2)cc1OC | x | 39 | x | 0 | -8 |
| 35 | CC1CCN(S(=O)(=O)c2ccc(NC(=O)[C@@H]3CCCC[C@@H]3C(=O)O)cc2)CC1 | -2 | 20 | 0 | -6 | -19 |
| 21 | Cc1cc(OCc2nnc(SC(C)C(=O)O)n2-c2ccccc2)ccc1Cl (stereo not drawn) | 0 | 0 | -3 | -11 | -5 |

Continuation.
cpd | compound | PAX8 reporter | Cneo AK release | LGR2 antag | GSIS activator | PglD DTNB | ARNT-TACC3 inh | Statin myotox sup | PGC1a acetyl inh
41 | O=C1OCCC1Sc1nnc(-c2ccco2)o1 (stereo not drawn) | x | -2 | x | x | 3 | -15 | -8 | -7
42 | C[C@@H]1CN([C@@H](C)CO)C(=O)c2ccccc2-c2ccccc2CO[C@H]1CN(C)S(C)(=O)=O | -14 | -2 | -10 | -6 | -2 | -12 | x | -5
43 | Cc1ccc(NC(=O)c2cc(-n3cnnc3)ccc2Cl)c(C)c1 | -13 | 1 | -8 | 12 | -5 | -3 | x | 8
44 | O=[N+]([O-])c1ccc(/C=N/Nc2nc(N3CCCCC3)nc(N3CCCCC3)n2)o1 | 31 | 1 | x | x | 0 | 12 | 6 | -10
45 | NC(=O)c1oc2ccccc2c1NC(=O)c1nc2ccccc2s1 | x | -4 | -13 | 32 | -1 | -28 | 15 | -9
46 | Cc1nc2sc(C)c(C)c2c(=O)o1 | 19 | -2 | x | x | 5 | 9 | 14 | 0
47 | C/C(=C\C1CCCCC1)C(NC(=O)c1ccc(C(F)(F)F)cc1)c1ccc(-c2ccccc2)cc1 (stereo not drawn) | -45 | 2 | x | 12 | -1 | x | 8 | x
48 | COc1cc(OC)c2c(-c3cccc(-c4ccc(O)cc4)c3)cc(=O)oc2c1 | 41 | -5 | 17 | 11 | 3 | 1 | -42 | 8
49 | CC=CCn1c(SCCCc2ccccc2)nc2c1c(=O)[nH]c(=O)n2C | 27 | -7 | -1 | 4 | 0 | x | 2 | -6
50 | COc1cccc(-c2ccc3n(c2=O)C[C@@H]2[C@@H](CO)[C@H](C(=O)NCC4CC4)N(C(=O)NC(C)C)[C@H]32)c1 | 6 | -2 | 0 | 0 | 1 | 4 | -4 | x
51 | C[C@H](CO)N1C[C@H](C)[C@H](CN(C)C(=O)c2ccncc2)OCc2ccccc2-c2c(n(C)c3ccccc23)C1=O | 15 | 1 | -3 | 14&-6 | -1 | x | 1 | -3&-2
52 | CC1(C)c2cc(O)ccc2OC1N1CCOCC1 (stereo not drawn) | -26 | -3 | -5 | -15 | 3 | -1 | 1 | x
53 | O=C(Nc1cccc(Cl)c1)c1cnccn1 | -5 | -2 | x | x | -5 | 21 | 2 | 3
54 | CC(C)(CNC(=O)CCNC(=O)c1ccc(Br)cc1)N1CCOCC1 | -22 | 1 | -1 | 16 | -4 | -1 | -3 | x
55 | C[C@@H]1CN([C@H](C)CO)C(=O)c2cc(NS(=O)(=O)c3ccccc3)ccc2O[C@H]1CN(C)C(=O)Nc1ccccc1 | 3 | -2 | -17 | 1 | -2 | -3 | 14 | -7
56 | CCNS(=O)(=O)c1ccc(OC)c(C)c1 | x | -4 | 8 | 11 | -2 | 3 | 6 | 11
57 | CCn1c2ccccc2c2cc(NC(=O)CNC)ccc21 | -10 | x | 13 | 11 | x | 3 | x | 8
58 | CCn1c(C)cc(C(=O)CSc2nnnn2C2CCCC2)c1C | -232 | -2 | -6 | 2 | 3 | 1 | 3 | 3
59 | COc1ccccc1NC(=O)C1=C(C)Nc2nc3ccccc3n2C1c1cccs1 (stereo not drawn) | 15 | 12 | -15 | -14 | -1 | -5 | x | -3
60 | CCCCC(=O)Nc1ccc(C(=O)N2CCN(C)CC2)cc1 | -6 | 1 | x | -3 | -1 | 1 | -17 | 1
61 | CCOc1c(Nc2cccc(Cl)c2)c(=O)c1=O | -11 | x | 0 | 12 | x | 9 | x | -1
62 | Cc1cccc(N(CC(=O)N2CCOCC2)S(C)(=O)=O)c1 | x | -2 | x | x | -1 | -1 | 4 | 2
63 | CCOc1cc(/C=N/NC(=O)c2ccncc2)cc(Br)c1O | -18 | 0 | -8 | 11 | 7 | x | -1 | 2
64 | CC(C)CC#Cc1ccc2c(c1)O[C@@H](CN(C)S(C)(=O)=O)[C@@H](C)CN([C@H](C)CO)S2(=O)=O | 1 | 0 | -3 | -24 | -1 | 0 | 6 | 3
65 | COC(=O)[C@@H](NC(=O)CCc1nnc(-c2ccsc2)o1)C(C)C | -17 | -1 | -52 | 11 | 3 | -10 | 5 | 0
